# Compound activity: PubChem, National Center for Advancing Translational Sciences (NCATS)
# aGlu spleen mod: qHTS Assay for Inhibitors and Activators of Human alpha-Glucosidase From Spleen Homogenate; Lysosomal alpha-glucosidase (Homo sapiens), P10253; human spleen homogenate, 4-MU-alpha-glucoside fluorescence; Potency, µM (doses to about 79.9 µM), without a hit: at the highest dose activity change, negative = inhibition, usual class: inhibitors; actives 0.006% (n = 240,000);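 note: 0% = enzyme with vehicle and -100% = no enzyme basal signal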
#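 Human spleen homogenate (1 ug) incubated with compounds and 1 mM 4-methylumbelliferyl-alpha-D-glucopyranoside in pH 5.0 citrate/phosphate buffer, 37 C, 40 min. Stopped at pH 10; 4-MU fluorescence (Ex 365/Em 440 nm); AC50 by Hill fit.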
# HTT cytoprotect: qHTS Multiplex Assay to Identify Dual Action Probes in a Cell Model of Huntington: Cytoprotection (ATP); PC12 HTT-Q103 induced, cytoprotection, ATP luminescence, 40 h; Potency, µM (top dose mostly 56.4 µM), for the others: cytoprotection (ATP increase), actives largely listed as activators; actives 0.14% (n = 230,000);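 note: % of control where 0% means no effect; nearly all actives have a fitted effect of over 45% in size; toxic huntingtin expression switched on by the ecdysone agonist tebufenozide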
#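 Readout: ATPlite luminescence (ATP level). Model: stable PC12, inducible Htt exon1 Q103-GFP. Inducer: tebufenozide, 100 nM final. Compounds: dose series. No G418 in medium.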
# HTT aggregate: qHTS Multiplex Assay to Identify Dual Action Probes in a Cell Model of Huntington: Aggregate Formation (GFP); PC12 HttQ103-GFP aggregates, Acumen cytometry, 40 h; Potency, µM (titrated, usually from 46.1 µM), without a hit: top-dose activity change, negative = inhibition, hits mostly inhibitors; actives 1.1% (n = 220,000); AID 1688, 2009; note: % is set by controls: 0 for no effect and ±100 for the full control effect; nearly all actives have a fitted effect of over 60% in size
#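 Using laser scanning cytometry, GFP-positive aggregates were counted after lysis of PC12 cells induced with 100 nM tebufenozide to express HTT exon 1 Q103–GFP. Compounds were tested in titration.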
# IMPase Li inh: qHTS Assay for Identifying the Cell-Membrane Permeable IMPase Inhibitors: Potentiation with Lithium; Potency, µM (doses to about 59.4 µM), inactives show top-dose activity, negative = IMPase inhibition, most hits filed as inhibitors; AID 1457, 2008; actives 0.35% (n = 210,000); CHO-M1 cells, IP1 TR-FRET (IP-One), carbachol + lithium;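 note: IP1 builds up when IMPase is blocked and the TR-FRET signal falls; plate controls were basal vehicle for no effect and high inhibitor control for full effect; nearly all actives have a fitted effect of over 50% in size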
#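 Readout is a homogeneous TR-FRET IP1 immunoassay (Ex 320, Em 665 and 620), where raised cytosolic IP1 lowers signal. Cells were CHO-M1 treated 30 min at 37C with test compounds plus a little lithium; AC50 values came from Hill-equation fitting.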
# RGS12 GoLoco inh: qHTS Assay for Inhibitors of RGS12 GoLoco Motif Activity (Red Fluorophore). Guanine nucleotide-binding protein G(i) subunit alpha-1 (Homo sapiens), P63096. Potency, µM (titrated, usually from 61.6 µM), inactives show at the top dose activity, negative = inhibition, hits mostly inhibitors. actives 0.44% (n = 230,000). AID 880, 2007. Gai1:RGS12 GoLoco peptide FP, rhodamine, 10 min; active = well fitted inhibition curve with a large enough effect, not every such curve was filed as active; inactive = no such curve, though single readings can be large or run the other way; note: % is set by controls: 0 for no effect and ±100 for the full control effect; nearly all actives have a fitted effect of over 30% in size; many of its hits are not listed in these tables
# Target sequence (P63096 whole entry, looked up): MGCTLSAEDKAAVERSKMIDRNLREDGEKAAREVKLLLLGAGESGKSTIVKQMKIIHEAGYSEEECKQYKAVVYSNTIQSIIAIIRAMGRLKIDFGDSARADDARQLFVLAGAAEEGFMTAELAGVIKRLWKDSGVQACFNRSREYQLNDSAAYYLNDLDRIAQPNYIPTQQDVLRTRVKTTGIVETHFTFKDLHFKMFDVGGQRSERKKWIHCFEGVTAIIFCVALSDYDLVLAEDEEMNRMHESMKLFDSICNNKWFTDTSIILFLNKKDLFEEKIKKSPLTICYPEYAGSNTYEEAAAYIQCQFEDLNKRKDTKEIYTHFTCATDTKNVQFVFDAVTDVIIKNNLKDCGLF
# GAA glycogen mod: qHTS Assay for Inhibitors and Activators of Human alpha-Glucosidase Cleavage of Glycogen | AID 2100, 2009 | actives 0.38% (n = 300,000) | Potency, µM (highest dose often 76.4 µM), inactives show top-dose activity change, negative = inhibition, actives largely listed as inhibitors | Lysosomal alpha-glucosidase (Homo sapiens), P10253 | recombinant GAA, glycogen substrate, Amplex Red glucose oxidase fluorescence;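 note: 0% = full enzyme reaction and -100% = no-enzyme basal signal; the screen sought inhibitors and activators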
#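 Recombinant human enzyme (4 nM); glycogen substrate; 37 C, 40 min, pH 5.0. Readout: coupled glucose oxidase/Amplex Red fluorescence.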
# GAA inh: qHTS Assay for Inhibitors of Human alpha-Glucosidase as a Potential Chaperone Treatment of Pompe Disease; Lysosomal alpha-glucosidase (Homo sapiens), P10253; purified human GAA, 4-MU-alpha-glucoside fluorescence; Potency, µM (highest dose often 76.9 µM), for the others: at the top dose activity change, negative = inhibition, actives largely listed as inhibitors; actives 0.005% (n = 200,000); AID 1466, 2008;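 note: plate controls were uninhibited enzyme wells for no effect and no-enzyme background for full effect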
#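 Read-out is 4-methylumbelliferone fluorescence (Ex 365/Em 440 nm) after NaOH/glycine stop at pH 10. Enzyme 4 nM, substrate 400 uM, pH 5.0 citrate buffer, 20 min room temperature; AC50 from Hill-equation concentration-response.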
# Active calls of the source: *; u = inconclusive; x = not tested or not shown; [ ] = another dose, or the depositor's remark. Unless noted, calls come from the whole dose curve; as a rule, active = well fitted curve in the direction sought with a large enough effect; inconclusive = small, poorly fitted or top-dose-only effect, or another doubt; inactive = no such curve, though single readings can be large; an effect the other way counts as inactive or inconclusive. Potency is the fitted concentration of half-maximal effect. Only part of the results is shown; the hit share may differ from the screen's.
SMILES,aGlu spleen mod,HTT cytoprotect,HTT aggregate,IMPase Li inh,RGS12 GoLoco inh,GAA glycogen mod,GAA inh
CCCCOc1ccc(C(=O)N/C(=C\c2cccc([N+](=O)[O-])c2)C(=O)OC(C)C)cc1,-6%,-16%,9%,-3%[38.3 µM],-2%,6%,0%
COc1ccc(-n2c(SC3CCOC3=O)nc3ccccc3c2=O)cc1Cl (stereo not drawn),12%,3%,-2%,-1%,3%,-1%,8%
COc1cccc(-c2cc(C(=O)Nc3cccc(O)c3)no2)c1,5%,1%,8%,12%[38.3 µM],3%,-2%,-1%
CN1CCN(NC(=O)CN2C(=O)/C(=C/c3ccccc3F)SC2=S)CC1,-1%,5%[10 µM],3%,-2%,38%[activator],-11%,1%
N#Cc1nc(-c2ccc(OCc3ccc(Cl)cc3)cc2)oc1N1CCC(C(N)=O)CC1,-7%,-14%,-3%,-17%[38.3 µM],0%,2%,-6%
Cc1cc(=O)[nH]c(N/N=C/c2c(C)nn(-c3ccccc3)c2Cl)n1,3%,-6%[10 µM],-17%[9.22 µM],x,3%,-8%,x
Fc1ccc(N2N=C(c3cccs3)CC2c2ccco2)c(F)c1 (stereo not drawn),u,-28%,-18%,-20%[38.3 µM],5%,-8%,u
CC1CC(C)(C)NC(=S)N1CCCC(=O)N1CCN(c2ccc(F)cc2)CC1 (stereo not drawn),3%,1%[10 µM],-1%,8%,8%,-4%,-3%
COc1ccc(/C=N/Nc2ncnc3c2[nH]c2ccc(C)cc23)c(OC)c1OC,2%,5%[10 µM],-21%[9.22 µM],x,9%,-5%,x
CCOC(=O)N1CCN(CC(O)COc2ccccc2C(C)CC)CC1 (stereo not drawn),-11%,-15%,14%,9%[38.3 µM],-1%,4%,-7%
O=C(O)C1C2C=CC3(CN(Cc4ccccn4)C(=O)C13)O2 (stereo not drawn),-13%,2%,9%,-13%[38.3 µM],7%,4%,-11%
CCOCCCNC(=O)C(c1ccc(Cl)cc1)N(Cc1ccc2c(c1)OCO2)C(=O)CNC(C)=O (stereo not drawn),-2%,4%,30%,0%,0%,2%,-2%
CCOc1ccc(NC(=O)CCC(=O)NNC(=O)Nc2ccc(Cl)cc2)cc1,4%,x,x,0%,8%,-4%,14%
C[C@@H]1C=C(C(=O)NC2CC2)O[C@H](OCc2ccc(CO)cc2)C1,0%,-4%[10 µM],30%[9.22 µM],x,1%,4%,x
CC(C)N(Cc1nc(-c2ccccc2)no1)C(=O)C(C)(C)C,-8%,7%[1.9 µM],29%,39%[activator][38.3 µM],2%,-8%,-2%
Cc1cc(OCCn2ccnc2)cc(C(C)C)c1,-23%,7%[10 µM],-7%,18%,-8%,6%,-7%
COC(=O)c1ccc(OCC(O)CN(CCO)CCO)cc1 (stereo not drawn),-2%,-17%[0.074 µM],-1%,-7%[38.3 µM],4%,6%,1%
COc1cccc(Oc2nc(-c3ccncc3)nc3ccccc23)c1,3%,6%[10 µM],-3%[9.22 µM],x,7%,-7%,-6%
C=C(C)Cn1c(CCn2c3ccccc3c3ccccc32)n[nH]c1=S,-4%,15%[10 µM],19%,12%,6%,-16%,3%
Cc1cccc(OCC(=O)Nc2cccc3nsnc23)c1,-1%,35%,-6%,7%[38.3 µM],11%,-3%,-1%
COc1cccc(N=C2CC(C)(C)CC(=O)/C2=C(/O)c2ccccc2)c1,x,-78%[inhibitor],-11%,20%,-1%,-1%,-7%
Cc1ccc(O)c(-c2cc(C(=O)Nc3ccc(S(=O)(=O)Nc4nccc(C)n4)cc3)[nH]n2)c1,5%,-16%[10 µM],-19%[9.22 µM],x,1%,0%,x
Cc1ccc(NC(=O)C(c2ccc(Cl)cc2)N2CCOCC2)cc1 (stereo not drawn),8%,-47%[inhibitor],4%,1%,-2%,5%,1%
Cc1ccc2c(c1)N(CCCC(=O)NCC1COc3ccccc3O1)C(=O)CO2 (stereo not drawn),3%,1%[0.074 µM],-1%,-19%[38.3 µM],2%,-2%,3%
Clc1ccc2nc(-c3ccc(Br)s3)cn2c1,-4%,-30%[10 µM],11%,-16%[38.3 µM],4%,-1%,3%
# Next part:
SMILES,aGlu spleen mod,HTT cytoprotect,HTT aggregate,IMPase Li inh,RGS12 GoLoco inh,GAA glycogen mod,GAA inh
Cc1ccc(NC(=O)CSc2nc(=O)cc(N)n2CCc2ccccc2)cc1,8%,-22%,-19%,2%,0%,0%,3%
O=C(Cn1c(C(F)(F)F)nc2ccccc21)Oc1cccc(C(F)(F)F)c1,-2%,-7%,-14%,3%[38.3 µM],-5%,4%,-5%
COc1ccc(NC(=O)Nc2ccc3oc(C)nc3c2)cc1,4%,12%[10 µM],30%[9.22 µM],2%,30%[activator],19%,4%
O=C(CSc1nc2ccccc2[nH]1)c1c[nH]c2ccccc12,0%,-19%,u,-3%,13%,3%,9%
CCN(CC)CCn1c(SCC(=O)NCc2ccccc2)nc2c(sc3ccccc32)c1=O,2%,-35%[inhibitor],-4%,-4%,1%,-5%,4%
CC(C)N(C(=O)CSc1nc2ccccc2n1Cc1ccccc1)C(C)C,-2%,-3%[10 µM],-5%,21%,9%,-2%,-11%
Cc1ccc(S(=O)(=O)CC2CSc3nc4ccccc4n32)cc1 (stereo not drawn),-3%,4µM*,7.1µM*,39%[38.3 µM],0%,0%,3%
C=C(C)Cc1c(C)nc(-c2ccccc2)[nH]c1=O,2%,11%[10 µM],-16%,8%,0%,-4%,-4%
COc1ccc(CCNC(=O)COc2ccc(-c3ccc(C)cc3)cc2)cc1OC,-1%,3%,5%,x,x,3%,-9%
CCCCNS(=O)(=O)c1ccc(NC(=O)C(Sc2ccccc2)c2ccccc2)cc1 (stereo not drawn),-1%,7%[10 µM],u,12%,-7%,-9%,-11%
Cc1c(Cl)cccc1-n1nnnc1-c1cccs1,-2%,15%[10 µM],-17%,32%[38.3 µM],8%,1%,1%
Cc1nc2ccccc2n1CC(O)Cn1c2ccccc2c2ccccc21 (stereo not drawn),-2%,-12%,19%,47%[activator][38.3 µM],-12%,-7%,-1%[15.4 µM]
CCOc1cc(/C=N\Nc2ncc(F)c(N3CCOCC3)n2)ccc1Oc1nc(Cl)ncc1F,-1%,11%[10 µM],8%[9.22 µM],x,-11%,-3%,x
Cn1c(=O)oc2cc(S(=O)(=O)NCc3ccco3)ccc21,4%,-14%,11%,0%[38.3 µM],2%,5%,10%
CSc1nnc2n(-c3ccc(C)cc3)c(=O)c3c4c(sc3n12)COC(C(C)C)C4 (stereo not drawn),-2%,-20%,9%,6%[38.3 µM],1%,-4%,-1%[15.4 µM]
CCOC(=O)C(=O)N/N=C(/c1ccccc1)c1ccc(OC)cc1,0%,6%[10 µM],17%[9.22 µM],x,8%,-2%,x
Cc1nn(Cc2ccccc2)c(C)c1NC(=O)CCCn1nc([N+](=O)[O-])c(Cl)c1C,-2%,24%[10 µM],5%,8%,7%,-5%,0%
CCC(C)(C)NC(=O)C(c1cccn1C)N(C(=O)Cn1nnc2ccccc21)c1ccc(OC)cc1OC (stereo not drawn),-8%,-7%[10 µM],-4%,10%,4%,-7%,-5%
CCOc1ccc2c(c1)c(C(C)=O)c(C)n2-c1ccccc1,7%,-6%,-23%,46%[activator][38.3 µM],0%,-5%,-4%
COC(=O)[C@@]1(Cc2ccc(F)cc2)[C@H]2c3cc(C(=O)N4CCCC4)n(Cc4cc(F)cc5c4OCOC5)c3C[C@H]2CN1C(=O)c1ccccc1,2%,-57%[inhibitor],x,16%,-4%,x,x
CC(Nc1ccc(Cl)cc1)c1cc(Cl)ccc1O (stereo not drawn),2%,-13%[10 µM],u,3%,-8%,-28%,-7%
COc1cc(/C=C2\COC/C(=C\c3ccc(O)c(OC)c3)C2=O)ccc1O,-4%,-18%[10 µM],6%[9.22 µM],x,7%,u,-3%
CCOc1ccccc1NC(=O)Nc1ccc(Br)cn1,-3%,14%[10 µM],-12%[9.22 µM],-4%,4%,11%,-2%

# Another view of part of the listing above.
Molecule	aGlu spleen mod	HTT cytoprotect	HTT aggregate	IMPase Li inh	RGS12 GoLoco inh	GAA glycogen mod	GAA inh
CCOc1cc(/C=N\Nc2ncc(F)c(N3CCOCC3)n2)ccc1Oc1nc(Cl)ncc1F	-1%	11%[10 µM]	8%[9.22 µM]	x	-11%	-3%	x
Cn1c(=O)oc2cc(S(=O)(=O)NCc3ccco3)ccc21	4%	-14%	11%	0%[38.3 µM]	2%	5%	10%
CSc1nnc2n(-c3ccc(C)cc3)c(=O)c3c4c(sc3n12)COC(C(C)C)C4 (stereo not drawn)	-2%	-20%	9%	6%[38.3 µM]	1%	-4%	-1%[15.4 µM]
CCOC(=O)C(=O)N/N=C(/c1ccccc1)c1ccc(OC)cc1	0%	6%[10 µM]	17%[9.22 µM]	x	8%	-2%	x
Cc1nn(Cc2ccccc2)c(C)c1NC(=O)CCCn1nc([N+](=O)[O-])c(Cl)c1C	-2%	24%[10 µM]	5%	8%	7%	-5%	0%
CCC(C)(C)NC(=O)C(c1cccn1C)N(C(=O)Cn1nnc2ccccc21)c1ccc(OC)cc1OC (stereo not drawn)	-8%	-7%[10 µM]	-4%	10%	4%	-7%	-5%
CCOc1ccc2c(c1)c(C(C)=O)c(C)n2-c1ccccc1	7%	-6%	-23%	46%[activator][38.3 µM]	0%	-5%	-4%
COC(=O)[C@@]1(Cc2ccc(F)cc2)[C@H]2c3cc(C(=O)N4CCCC4)n(Cc4cc(F)cc5c4OCOC5)c3C[C@H]2CN1C(=O)c1ccccc1	2%	-57%[inhibitor]	x	16%	-4%	x	x
